# Screens deposited in PubChem by several laboratories.
# Vc quorum ag = inducers of Vibrio cholerae quorum light production without autoinducers. V. cholerae BH1578 lux reporter, luminescence, 6 h. activation, % at 18.7 µM. actives 0.16% (n = 350,000); in the data active means activation mostly above about 9.7%, no sharp cut-off; further: not every result past the cut was called active; inactives centre near 0; reference of the scale not given here
# Mtb UGM inh = Mtb UDP-galactopyranose mutase inhibition; AID 504406; purified UGM, fluorescence polarization probe displacement; inhibition, % at 10 µM; actives 0.06% (n = 320,000); P9WIQ1; in the data active means inhibition above about 10%, passing the limit was not always enough
# Target sequence (P9WIQ1 whole entry, looked up): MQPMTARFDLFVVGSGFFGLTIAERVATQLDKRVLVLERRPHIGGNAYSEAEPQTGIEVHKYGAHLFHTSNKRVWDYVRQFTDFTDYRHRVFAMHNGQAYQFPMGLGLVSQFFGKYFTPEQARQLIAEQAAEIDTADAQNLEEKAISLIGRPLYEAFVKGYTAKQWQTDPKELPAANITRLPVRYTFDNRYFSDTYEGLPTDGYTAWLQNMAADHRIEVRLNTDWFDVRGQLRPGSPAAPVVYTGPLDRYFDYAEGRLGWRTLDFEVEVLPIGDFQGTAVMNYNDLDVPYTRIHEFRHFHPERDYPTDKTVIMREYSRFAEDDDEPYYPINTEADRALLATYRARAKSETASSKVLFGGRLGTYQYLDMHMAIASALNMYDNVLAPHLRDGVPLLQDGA
# Mtb BioA inh = BioA (M. tuberculosis) enzyme inhibition. actives 0.096% (n = 360,000). purified M. tuberculosis BioA enzyme, plate reader. inhibition, % at 9.99 µM; in the data active means inhibition above about 40%
# Rv3671c inh = inhibitors of M. tuberculosis serine protease Rv3671c | actives 0.048% (n = 320,000) | inhibition, % at 5.96 µM | P9WHR9; in the data active means inhibition above about 38%;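 further: extracellular domain of Rv3671c used as enzyme; 0% = enzyme with DMSO and 100% = no enzyme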
# Target sequence (P9WHR9 whole entry, looked up, the tested form may be a part): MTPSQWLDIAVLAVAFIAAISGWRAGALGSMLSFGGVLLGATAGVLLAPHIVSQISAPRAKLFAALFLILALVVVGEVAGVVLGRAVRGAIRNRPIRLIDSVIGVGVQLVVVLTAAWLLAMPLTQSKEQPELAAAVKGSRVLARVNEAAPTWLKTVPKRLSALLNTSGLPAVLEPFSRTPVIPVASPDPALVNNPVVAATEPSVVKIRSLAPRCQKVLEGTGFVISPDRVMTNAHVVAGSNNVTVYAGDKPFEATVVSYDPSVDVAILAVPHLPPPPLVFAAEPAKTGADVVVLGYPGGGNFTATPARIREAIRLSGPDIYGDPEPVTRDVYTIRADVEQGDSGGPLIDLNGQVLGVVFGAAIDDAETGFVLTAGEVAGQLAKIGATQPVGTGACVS
# DUSP3 inh = blocks human VHR1 dual specificity phosphatase; actives 0.52% (n = 290,000); AID 1654; inhibition, % at 13.3 µM; recombinant VHR phosphatase, pNPP absorbance; in the data active means inhibition above about 50%; further: some compounds called inactive have numbers as strong as hits
# Target sequence (P51452 whole entry, looked up): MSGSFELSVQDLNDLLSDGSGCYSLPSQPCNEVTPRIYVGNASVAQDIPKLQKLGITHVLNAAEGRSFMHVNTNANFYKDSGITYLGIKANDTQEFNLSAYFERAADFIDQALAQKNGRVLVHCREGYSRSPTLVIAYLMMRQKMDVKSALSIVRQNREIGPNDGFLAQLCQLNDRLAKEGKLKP
# GDH-TPI counter = counter-screen for M. tuberculosis FBA inhibitors: GDH-TPI coupled enzymes; inhibition, % at 4.8 µM; actives 1.2% (n = 360,000); GDH-TPI coupled enzyme counterscreen, NADH absorbance; in the data active means inhibition above about 30%;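 further: 0% = DMSO wells and 100% = wells lacking the enzyme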
# MazEF act = activators of E. coli MazEF toxin-antitoxin RNase | actives 0.32% (n = 350,000) | FAM/BHQ RNA-DNA oligo cleavage fluorescence, 5 h | activation, % at 20 µM; in the data active means activation above about 50%
# Target sequence (P0AE70 whole entry, looked up): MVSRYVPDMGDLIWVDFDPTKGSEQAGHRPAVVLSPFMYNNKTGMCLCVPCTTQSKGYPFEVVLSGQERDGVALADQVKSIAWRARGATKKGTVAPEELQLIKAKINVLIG
# PriA SSB inh = inhibitors of Klebsiella pneumoniae PriA binding to SSB C-terminal tail; AlphaScreen SSBct-PriA binding, biotinylated peptide; inhibition, % at 33 µM; actives 0.6% (n = 430,000); in the data active means inhibition mostly above about 37%, no sharp cut-off; inactive means mostly below about 20%;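 further: plate controls were negative control peptide for no effect and reference peptide for full effect; strong numbers were not always called active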
# Mtb FBA inh = Mtb fructose-bisphosphate aldolase inhibition. purified M. tuberculosis FBA, fluorescence read-out. actives 2.3% (n = 360,000). P9WQA3. inhibition, % at 1 µM; in the data active means inhibition above about 27%;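 further: 0% = vehicle and 100% = reference inhibitor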
# SARS 3CLpro inh = SARS-CoV 3CLpro protease inhibition. actives 0.14% (n = 290,000). P0C6X7. inhibition, % at 6 µM. recombinant SARS-CoV 3CLpro, quenched FRET peptide cleavage; in the data active means inhibition above about 12%
# * hit, by the source's call; i = inactive; x = no result given.
SMILES,Vc quorum ag,Mtb UGM inh,Mtb BioA inh,Rv3671c inh,DUSP3 inh,GDH-TPI counter,MazEF act,PriA SSB inh,Mtb FBA inh,SARS 3CLpro inh
COc1ccc(S(=O)(=O)NCC(=O)N(CC(=O)NCC2CCCO2)c2c(C)cccc2C)cc1 (configuration not stated),i,1.5,-0.4,-9,22,4,6,-5,2,-4
COC(=O)[C@H](Cc1c[nH]c2ccccc12)NC(=O)Nc1ccccc1OC,-0.6,-1.9,x,6,-5,0,5,7,0,-4
Cc1cc(=O)oc2cc(OCC(=O)N3CCN(C(=O)c4ccco4)CC3)ccc12,i,-1.1,x,4,29,-1,4,2,27*,-4
CC(=O)NCC(=O)OCC(=O)c1ccc(C)cc1,0.5,1.7,x,7,26,-10,-2,-26,4,4
CCN1CCN(CC(=O)Nc2cc(C)on2)CC1,i,-1.8,x,7,5,3,3,5,1,-1
Cc1ccccc1N(C(=O)c1snc(C(N)=O)c1N)C(C(=O)NCC1CCCO1)c1ccc(F)cc1 (configuration not stated),-0.2,1.9,x,0,19,0,5,1,55*,3
Cc1ccc(NC(=O)COC(=O)c2cc(Cl)cc(Cl)c2)c(Br)c1,-0.2,-0.3,1.1,0,1,7,-15,2,-2,4
O=C(Nc1ccc(F)cc1)NC1CCCc2ccccc21 (configuration not stated),i,0.4,-1.4,-8,24,-3,0,-5,-1,4
CC1CN(c2ccc(NC(=O)c3ccco3)cc2C(=O)O)CC(C)O1 (configuration not stated),-0.6,0.2,x,1,36,-3,-3,-1,3,2
Cc1ccc2c(c1)CCCN2C(=O)c1ccoc1C,i,-2.2,-0.8,6,-4,10,-9,7,2,-6
CC1(C)C2CCC1(CS(=O)(=O)Nc1ccc(S(=O)(=O)N3CCCC3)cc1)C(=O)C2 (configuration not stated),-0.3,2.6,x,4,24,3,-9,-4,1,1
O=C(NCc1ccccc1)c1ncn(Cc2ccccc2)c1C(=O)NCc1ccccc1,i,4.4,-1.8,-14,x,0,-2,-12,-2,x

# The closing three records of the part before lead into the next:
SMILES,Vc quorum ag,Mtb UGM inh,Mtb BioA inh,Rv3671c inh,DUSP3 inh,GDH-TPI counter,MazEF act,PriA SSB inh,Mtb FBA inh,SARS 3CLpro inh
Cc1ccc2c(c1)CCCN2C(=O)c1ccoc1C,i,-2.2,-0.8,6,-4,10,-9,7,2,-6
CC1(C)C2CCC1(CS(=O)(=O)Nc1ccc(S(=O)(=O)N3CCCC3)cc1)C(=O)C2 (configuration not stated),-0.3,2.6,x,4,24,3,-9,-4,1,1
O=C(NCc1ccccc1)c1ncn(Cc2ccccc2)c1C(=O)NCc1ccccc1,i,4.4,-1.8,-14,x,0,-2,-12,-2,x
CCc1cc(=O)oc2c(C)c(OCC(=O)NCCCn3ccnc3)ccc12,-0.3,1.9,0.0,-2,21,12,4,-1,13,-3
CCOc1ccc(CCNC(=O)Cn2cccc2C(=O)c2ccccc2C)cc1OCC,-0.2,2.7,-0.1,-2,-13,1,-1,3,0,2
COc1ccccc1CNC(=O)CCS(=O)(=O)Cc1ccc(C)cc1,-0.2,3.0,-1.2,0,-3,-5,14,7,2,-2
Cc1ccc(CNC(=O)C2CCC(CNc3c(N4CCOCC4)c(=O)c3=O)CC2)cc1 (configuration not stated),-0.1,0.2,-0.1,-3,9,10,8,-2,-2,-3
O=C(Nc1ccc(Cl)cc1)c1ccc(S(=O)(=O)N2CCOCC2)cc1,-0.2,0.5,-0.2,-8,4,-2,5,-11,-1,-5
Cn1c(O)c(N=NC(=O)CNC(=O)c2ccco2)c2ccccc21,-0.3,0.0,x,-16,13,9,-1,-11,-1,-3
O=C(NCCSCc1ccccc1)c1ccc(F)cc1,-0.3,-1.4,x,-2,-1,6,4,-12,2,1
Cc1cc(OCCCC(=O)NNC(=O)c2ccncc2)ccc1Cl,-0.4,-3.5,-0.5,-6,20,-5,-2,-8,-2,3
CCOC(=O)C1CCCN(C(=O)c2cc(C)n(C(C)(C)C)n2)CC1 (configuration not stated),i,x,-0.7,x,x,2,x,x,3,x
Cc1ccccc1NC(=O)CSc1ccc(-c2ccccn2)nn1,i,2.5,0.3,3,7,-1,-5,8,0,1
Brc1cccc(C2CC(c3ccccc3)n3nnnc3N2)c1 (configuration not stated),-0.4,1.3,x,-9,14,6,1,-9,-4,7
CCN(c1ccccc1)S(=O)(=O)c1cc(C(=O)NCc2ccco2)ccc1C,i,x,0.0,-5,x,-3,-7,3,5,x

# Among those listed so far, these contain bromine:
SMILES,Vc quorum ag,Mtb UGM inh,Mtb BioA inh,Rv3671c inh,DUSP3 inh,GDH-TPI counter,MazEF act,PriA SSB inh,Mtb FBA inh,SARS 3CLpro inh
Cc1ccc(NC(=O)COC(=O)c2cc(Cl)cc(Cl)c2)c(Br)c1,-0.2,-0.3,1.1,0,1,7,-15,2,-2,4
Brc1cccc(C2CC(c3ccccc3)n3nnnc3N2)c1 (configuration not stated),-0.4,1.3,x,-9,14,6,1,-9,-4,7

# Other structures
SMILES,Vc quorum ag,Mtb UGM inh,Mtb BioA inh,Rv3671c inh,DUSP3 inh,GDH-TPI counter,MazEF act,PriA SSB inh,Mtb FBA inh,SARS 3CLpro inh
COc1ccc(CN(C(=O)c2oc3cc(C)ccc3c2C)C2CCS(=O)(=O)C2)cc1OC (configuration not stated),-0.3,-1.5,39,2,-22,-3,10,11,0,-3
CC(CNS(=O)(=O)c1ccccc1)Sc1nncn1C (configuration not stated),-0.7,4.5,-0.4,-13,5,1,-1,-4,-5,0
Nc1nc(Nc2ccccc2F)nc(NCc2ccccc2)c1[N+](=O)[O-],-0.8,3.2,-1.6,-1,35,18,3,2,-4,8
O=C(CSCc1ccc(Cl)cc1)Nc1ccc(Br)cc1C(=O)O,-0.8,0.3,0.2,-11,-24,4,9,-9,0,6
CCOc1ccccc1NC(=O)c1ccc2c(c1)C(=O)N(CC(C)C)C2=O,-0.9,1.2,-0.9,-8,5,-7,-44,-12,0,-5
CCOC(=O)N1CCN(C2=C(NS(=O)(=O)c3ccc(C)cc3)C(=O)c3ccccc3C2=O)CC1,-0.3,1.3,-0.1,-34,10,12,-20,26,1,0
CCC(=O)Nc1cccc(C(=O)OC)c1,0.1,-1.6,-2.6,-8,28,8,-11,-7,3,2
COc1cccc(CNC(=O)c2cccc(S(=O)(=O)N3CCN(Cc4ccccc4)CC3)c2)c1,-1.1,x,3.8,x,x,-3,4,-3,-1,x
CCCCC(=O)Nc1ccc(NC(=O)c2cccnc2)cn1,-5.0,-1.1,2.2,-5,-1,-6,2,-13,-1,0
CCOc1ccc(S(=O)(=O)N2CCN(C(=O)c3oc4ccc(OC)cc4c3C)CC2)cc1,5.0,x,0.7,x,x,-6,-1,-1,2,x
NC(=O)c1sc2nc(N3CCCCC3)c3c(c2c1N)CCCC3,-2.9,1.1,-0.8,2,-10,16,-5,-9,0,2
COc1cc(CCC(=O)OCC(=O)Nc2c(C)cccc2C(C)C)cc(OC)c1OC,-0.4,0.4,x,-10,-3,6,5,-9,0,-4
O=C(N/N=C\c1ccc(Br)o1)C1COc2ccccc2O1 (configuration not stated),-0.1,6.5,x,-8,-13,11,-13,x,7,3
CCN(CCn1cccn1)C(=O)C1CCC(=O)N(CC2CCCCC2)C1 (configuration not stated),i,3.0,-0.2,5,-3,-3,12,-12,-3,0
Cc1ccc(-c2csc3ncnc(NCCC(=O)O)c23)cc1C,-0.5,3.9,10,-4,-32,-14,10,2,-6,0
O=C(C1CCN(c2nnnn2-c2ccccc2)CC1)N1CCN(c2ccccc2)CC1,-0.4,0.1,-1.8,-12,10,1,-1,1,-3,-4
O=C(COC(=O)Cc1c(F)cccc1Cl)NC(=O)Nc1ccccc1F,i,1.5,-0.5,11,x,3,10,-5,1,x
Cc1cc(C)cc(NC(=O)C2CCN(c3nccs3)CC2)c1,i,4.2,-1.6,4,2,10,2,-19,-4,1
Cc1ccc(C)c(N2CCN(CC(=O)Nc3ccc4[nH]c(=O)[nH]c4c3)CC2)c1,-1.3,-0.5,2.1,-1,14,11,4,-2,2,-1
CN(C)S(=O)(=O)c1cc(S(=O)(=O)N(C)C)c(Cl)cc1N,-0.4,-0.2,-0.5,2,21,11,2,4,3,-2
CC(=O)Nc1sc(C)c(C)c1C(=O)Nc1ccc(C)cc1,-3.5,0.5,-0.4,9,-3,8,5,-8,-3,-2
CCOc1cc(CNc2ccccc2SC)ccc1O,x,0.0,x,0,1,x,x,x,x,7
COc1ccc(CNC(=O)c2cc3cccc(OC)c3oc2=N)cc1,-4.3,-2.2,-3.3,-3,54*,4,11,5,5,-1
CC(=O)Nc1cccc(NC(=O)CSc2nnnn2C(C)C)c1,-0.4,2.9,1.7,-4,-15,-7,2,-17,2,-6
CSCC[C@H](NC(=O)N1CCn2c1nc1ccccc12)C(=O)N1CCCCC1,-0.4,-1.6,0.1,-2,16,-3,12,3,-2,-1
CN(C)c1nc(N)nc(-c2nc3ccccc3s2)n1,7.1,-3.1,x,6,6,11,24,-3,-1,13*
Cc1cc(CNC(=O)CC2C(=O)NCCN2CC(c2ccccc2)c2ccccc2)on1 (configuration not stated),-0.2,0.8,x,-14,35,-2,-8,-2,0,1
Cn1cc(S(=O)(=O)N2CCCC2)cc1C(=O)NCc1ccc(F)cc1,i,-0.4,-1.2,-2,21,-8,16,0,3,-5
Fc1ccccc1CN1CCN(c2ccc(Cl)cc2)CC1,i,-0.6,-1.0,-17,x,-5,-8,-1,0,-4
COc1ccc(NS(=O)(=O)c2cc(NC(=O)CCc3ccccc3)ccc2N2CCOCC2)cc1,-0.6,x,-3.9,x,x,4,1,-1,0,x
O=C(O)[C@H]1CCCN1C(=O)c1ccccc1N1C(=O)[C@@H]2Cc3c([nH]c4ccccc34)C(c3cccc(Cl)c3)N2C1=O (some centres not stated),-0.4,1.7,3.2,-4,33,11,-4,14,6,8
CCOC(=O)N1CCN(C(=S)Nc2ccc(C)cc2)CC1,-0.3,-0.1,x,2,-2,4,0,3,3,3
COCCCNCCOCCOc1ccccc1-c1ccccc1,-0.5,-1.3,-0.3,4,-7,-1,3,10,2,-1
CC(C)OC(=O)c1ccc(N2CCN(c3ccc(F)cc3)CC2)nc1,2.8,-0.6,-0.9,1,x,-4,-3,-11,-1,0
O=C(CCN1CCN(c2ccccc2)CC1)Nc1ccccc1,3.8,-0.6,-2.2,-2,6,-5,-5,-3,3,0
Cn1c(=O)[nH]c(=O)c2c1nc(CN1CCN(c3ccccc3F)CC1)n2CC(N)=O,-0.3,-0.6,0.0,-2,22,3,-2,-12,3,-1
COc1ccc(C2(C)NC(=O)N(CC(=O)Nc3ccc(C)cc3Br)C2=O)cc1OC (configuration not stated),-0.4,1.0,0.2,-3,12,2,3,6,-1,-1
CN(C)S(=O)(=O)c1cccc(C(=O)Nc2cc3c(cc2C(=O)O)OCCCO3)c1,-0.6,-0.2,0.9,-17,-2,3,0,7,0,1
CCCc1nc2nc(C)c(NS(=O)(=O)c3ccc([N+](=O)[O-])cc3)c(=O)n2[nH]1,-0.1,-1.4,0.4,-16,-10,15,-2,1,-1,0
Cc1[nH]c2ccccc2c1CCNCc1cccnc1,1.8,-0.2,-0.1,-7,-4,-5,8,5,-1,-5
CCNC(=S)SCCOc1ccccc1C,i,-0.6,-0.8,-7,-10,14,-17,-39,-3,2
COCCN(C(=O)CSc1nnc(-c2ccc(F)cc2)n1N)c1c(N)n(CC(C)C)c(=O)[nH]c1=O,-0.3,x,-0.2,x,x,-2,-3,x,-4,x
Cc1cc(NC(=O)C(=O)NCCN2CCN(C(=O)c3cccs3)CC2)ccc1Br,x,0.2,-2.5,4,13,7,6,-8,-1,1
O=C(c1cc2ccccn2n1)N1CCC2(CC1)OCCO2,0.2,-0.5,-8.6,-9,19,-4,-6,-6,-2,-2
NC(c1ccccc1)c1csc(Nc2ccccn2)n1 (configuration not stated),-0.4,x,-0.1,x,x,15,x,x,-2,x
CC1(C)O[C@@H]2[C@H](O1)[C@@H](COS(=O)(=O)O)O[C@H]2n1c(=S)[nH]c2c(=O)[nH]c(N)nc21,-0.8,5.1,-6.5,-4,x,1,2,-17,-1,x
COc1ccccc1CN(C)C(=O)c1cccc(S(=O)(=O)N2CCc3ccccc3C2)c1,i,1.8,0.4,3,x,5,1,5,0,x
COc1ccc(-c2nc(N)ncc2-c2csc(C)n2)c(O)c1,-1.8,0.5,-2.1,-2,3,23,-18,-9,2,-2

# These rows are one share of the data; the hit share may differ from the screen's.
